pPAFAH inh: pPAFAH enzyme inhibitors, primary screen, biochemical, fluorescence polarization, human | Platelet-activating factor acetylhydrolase (Homo sapiens), Q13093 | recombinant pPAFAH, FP-rhodamine probe fluorescence polarization | inhibition, % at 3.39 µM | 1.5% of 330,000 active;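 active = inhibition above the mean inhibition across the screen plus 3 SD, cut at about 25% in these data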;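 note: inhibitors block binding of the rhodamine activity-based probe so polarization drops; 0% = enzyme with DMSO and 100% = wells lacking pPAFAH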
PAFAH1B2 inh: PAFAH1B2 enzyme inhibitors, primary screen, biochemical, fluorescence polarization, human; Platelet-activating factor acetylhydrolase IB subunit alpha2 (Homo sapiens), P68402; recombinant PAFAH1B2, FP-rhodamine activity probe; 1.2% of 340,000 active; inhibition, % at 3.39 µM; AID 492953, 2010;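 active = inhibition above the mean of all tested compounds plus 3 SD, cut at about 24% in these data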;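 note: 0% = enzyme with DMSO and 100% = wells lacking PAFAH1B2; many of its hits are not listed in these tables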
PME-1 primary: PME-1 inhibitors via competitive probe labeling, primary screen, biochemical, fluorescence polarization, FP-Rh probe, HTS | Protein phosphatase methylesterase 1 (Homo sapiens), Q9Y570 | recombinant PME-1 | inhibition, % at 5.9 µM | 0.53% of 320,000 active | AID 2130, 2009;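 active = inhibition above the campaign mean of all compounds plus 3 SD, cut at about 26% in these data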;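 note: competitive labeling of PME-1 active site by serine hydrolase directed probe; 0% = PME-1 with DMSO and 100% = wells lacking PME-1 enzyme; inhibitors block probe labeling so polarization falls and inhibition rises; many of its hits are not listed in these tables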
Target sequence (Q9Y570 whole entry, looked up): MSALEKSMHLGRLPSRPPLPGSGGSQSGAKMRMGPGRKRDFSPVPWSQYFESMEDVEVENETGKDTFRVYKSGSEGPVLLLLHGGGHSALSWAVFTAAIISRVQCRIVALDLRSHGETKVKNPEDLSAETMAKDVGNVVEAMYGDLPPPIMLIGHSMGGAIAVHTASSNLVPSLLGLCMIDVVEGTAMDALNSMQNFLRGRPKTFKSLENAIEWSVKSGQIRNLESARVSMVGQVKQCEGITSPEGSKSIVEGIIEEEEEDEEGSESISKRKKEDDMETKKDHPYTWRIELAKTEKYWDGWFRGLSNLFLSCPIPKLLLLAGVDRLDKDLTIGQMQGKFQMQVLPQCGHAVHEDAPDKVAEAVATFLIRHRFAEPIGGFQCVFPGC
LYPLA1 inh: LYPLA1 inhibitors, primary screen, counter-screen for PME1 inhibitor project, biochemical, fluorescence polarization, FP-Rh probe ABPP. Acyl-protein thioesterase 1 (Homo sapiens), O75608. recombinant LYPLA1. inhibition, % at 5.9 µM. 0.16% of 320,000 active;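 active = inhibition above the mean of all tested compounds plus 3 SD, set per campaign, cut at about 14% in these data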;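 note: inhibitors block serine hydrolase probe labeling of LYPLA1 so polarization falls; 0% = enzyme with DMSO and 100% = wells lacking LYPLA1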
Target sequence (O75608 whole entry, looked up): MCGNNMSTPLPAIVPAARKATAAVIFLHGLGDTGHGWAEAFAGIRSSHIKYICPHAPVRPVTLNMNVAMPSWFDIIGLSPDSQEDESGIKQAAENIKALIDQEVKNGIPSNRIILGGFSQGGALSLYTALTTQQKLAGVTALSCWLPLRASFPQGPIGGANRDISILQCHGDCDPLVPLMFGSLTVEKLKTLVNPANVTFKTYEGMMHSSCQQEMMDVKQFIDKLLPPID
PAD4 inh: human PAD4 inhibitors, primary screen, biochemical, fluorescence polarization, 1536-well format; recombinant PAD4, RCA probe fluorescence polarization; inhibition, % at 6.36 µM; 0.41% of 330,000 active; AID 485272, 2010;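 active = percent inhibition above a cutoff equal to the mean of all tested compounds plus 3 SD, cut at about 15% in these data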;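 note: 0% = PAD4 with RCA probe and DMSO and 100% = probe without PAD4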
PAFAH2 FP inh: PAFAH2 enzyme inhibitors, primary screen, biochemical, fluorescence polarization, human | recombinant PAFAH2, FP-rhodamine activity probe | 0.99% of 340,000 active | inhibition, % at 3.39 µM | AID 492956, 2010;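 active = inhibition above the mean over all tested compounds plus 3 SD, cut at about 30% in these data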;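 note: inhibitors block probe labeling of enzyme so polarization drops; 0% = enzyme with DMSO and 100% = wells lacking PAFAH2 protein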
GSTO1 inh: inhibitors of recombinant GSTO1, primary screen, counter-screen for RBBP9 inhibitor project, biochemical, fluorescence polarization; 1.1% of 300,000 active; activity-based probe fluorescence polarization; inhibition, % at 5.96 µM;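 active = inhibition above the campaign mean inhibition plus 3 SD, cut at about 35% in these data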;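 note: 0% = GSTO1-1 with DMSO and 100% = wells lacking GSTO1-1 enzyme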
LYPLA2 inh: LYPLA2 inhibitors, primary screen, counter-screen for PME1 inhibitor project, biochemical, fluorescence polarization, FP-Rh probe ABPP. recombinant LYPLA2. inhibition, % at 5.9 µM. 0.38% of 320,000 active;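 active = inhibition above the screen-wide mean plus 3 SD, limit set per campaign, cut at about 26% in these data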;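 note: 0% = LYPLA2 with DMSO and 100% = wells lacking LYPLA2 enzyme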
Target sequence (O95372 whole entry, looked up): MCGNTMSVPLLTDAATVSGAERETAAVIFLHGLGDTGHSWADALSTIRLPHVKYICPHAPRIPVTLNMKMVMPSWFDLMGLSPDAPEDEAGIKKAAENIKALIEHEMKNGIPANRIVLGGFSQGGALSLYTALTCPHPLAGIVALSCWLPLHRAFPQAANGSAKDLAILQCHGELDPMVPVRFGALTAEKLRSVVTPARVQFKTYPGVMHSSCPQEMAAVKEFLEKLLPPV
PAFAH1B3 inh: PAFAH1B3 enzyme inhibitors, primary screen, biochemical, fluorescence polarization, human; Platelet-activating factor acetylhydrolase IB subunit alpha1 (Homo sapiens), Q15102; recombinant PAFAH1B3, FP-rhodamine probe; 0.28% of 340,000 active; inhibition, % at 3.39 µM; AID 492972, 2010;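 active = inhibition above the screen-wide average of all tested compounds plus 3 SD, cut at about 25% in these data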;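 note: 0% = enzyme with DMSO only and 100% = wells lacking PAFAH1B3 protein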
Target sequence (Q15102 whole entry, looked up): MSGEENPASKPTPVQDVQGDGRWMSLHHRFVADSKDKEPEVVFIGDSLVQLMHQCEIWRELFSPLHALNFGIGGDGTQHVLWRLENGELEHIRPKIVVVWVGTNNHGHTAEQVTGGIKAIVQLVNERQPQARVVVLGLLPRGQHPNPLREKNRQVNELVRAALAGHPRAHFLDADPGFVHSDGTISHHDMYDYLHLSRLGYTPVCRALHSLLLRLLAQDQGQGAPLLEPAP
Active calls of the source: *; · = not tested or not shown. These rows are one share of the data. The share of hits here may be higher or lower than overall.

SMILES | pPAFAH inh | PAFAH1B2 inh | PME-1 primary | LYPLA1 inh | PAD4 inh | PAFAH2 FP inh | GSTO1 inh | LYPLA2 inh | PAFAH1B3 inh
Cc1cccc(N(C(=O)Cn2nnc(-c3ccc(C)o3)n2)C(C(=O)NC2CCCC2)c2ccncc2)c1 (configuration not stated) | 3 | -2 | 2 | 8 | -1 | -7 | 5 | 4 | 3
Cc1cc(C)n(/N=C/c2cccc(O)c2)c(=O)c1C(N)=O | 2 | 0 | -8 | 2 | 2 | -3 | 3 | 4 | 3
O=C(NCCNC(=O)c1ccccn1)c1ccccc1 | -10 | 2 | -10 | -2 | -5 | 1 | -6 | -10 | -2
Cc1ccc(C(=O)C2CCN(CC(=O)Nc3nc(C)cs3)CC2)cc1 | -7 | 3 | -5 | -1 | -9 | 5 | 2 | 3 | 4
O=C(O)c1cc2cc(Oc3ccccc3)ccc2[nH]1 | 10 | 12 | 2 | -2 | -2 | -4 | 2 | 0 | 2
CCN1C(=O)CCC(C(=O)O)C1c1ccc(OC)cc1 (configuration not stated) | -3 | 6 | 5 | -1 | 4 | 11 | 3 | -2 | 7
CSc1ccccc1NC(=O)CSCc1ccc(Br)cc1 | 10 | 9 | 2 | -3 | -4 | 13 | 3 | -4 | 0
C=CCn1c(SCC(=O)Nc2cc(NC(C)=O)ccc2OC)nnc1-c1ccccn1 | 2 | 2 | -4 | 0 | 2 | -1 | -2 | 1 | -3
CC(C)(C)OC(=O)N1CCC(c2c(C(=O)N3CCN(C(=O)c4ccco4)CC3)cnn2-c2cccc(Cl)c2)CC1 | -3 | -6 | 0 | 3 | -1 | -1 | 21 | -4 | 2
S=c1[nH]c2ccccc2n2cccc12 | 3 | 5 | -4 | 0 | -5 | 2 | -6 | 0 | 7
Cc1ccc(NC(=O)CN(c2ccccc2)S(=O)(=O)N(C)C)cc1C | 6 | -3 | 0 | 0 | -2 | -14 | 2 | -2 | 3
CCN(CC)CC(C)OC(=O)c1cc(OC)c(OC)c(OC)c1 (configuration not stated) | 2 | 6 | -6 | 1 | -3 | -3 | -3 | 0 | 13
Cc1c(C)n(C)c2ccc([N+](=O)[O-])cc12 | 5 | -2 | 0 | -4 | 2 | 8 | -2 | -5 | -6
Cc1nc(/C(=N/O)C(N)=O)cs1 | 2 | 4 | -17 | 1 | 0 | 1 | 16 | 4 | 5
Clc1ccc(-c2ncc3ccccn23)cc1 | 3 | 3 | 4 | 0 | -7 | 3 | -1 | 3 | 11

Fetched one by one from the entries so far (2):
SMILES | pPAFAH inh | PAFAH1B2 inh | PME-1 primary | LYPLA1 inh | PAD4 inh | PAFAH2 FP inh | GSTO1 inh | LYPLA2 inh | PAFAH1B3 inh
Cc1ccc(C(=O)C2CCN(CC(=O)Nc3nc(C)cs3)CC2)cc1 | -7 | 3 | -5 | -1 | -9 | 5 | 2 | 3 | 4
Clc1ccc(-c2ncc3ccccn23)cc1 | 3 | 3 | 4 | 0 | -7 | 3 | -1 | 3 | 11

Other records.
SMILES | pPAFAH inh | PAFAH1B2 inh | PME-1 primary | LYPLA1 inh | PAD4 inh | PAFAH2 FP inh | GSTO1 inh | LYPLA2 inh | PAFAH1B3 inh
C=CCn1c(SC(F)F)nc2scc(-c3ccco3)c2c1=O | 2 | 1 | -2 | -3 | -6 | 2 | 4 | -6 | 3
O=C(COc1cccnc1[N+](=O)[O-])NCc1ccccc1 | -7 | -4 | -2 | 0 | -3 | -6 | 5 | 0 | 8
CCOC(=O)CCc1c(C)c(C#N)c2nc3ccccc3n2c1-n1ccnc1 | 2 | 2 | 6 | 6 | 0 | 1 | 9 | 8 | 6
NC(=O)SC/C(=N\S(=O)(=O)c1ccccc1)Nc1ccccc1 | 7 | 5 | 1 | 2 | -9 | 7 | 0 | 7 | -3
CC(C)(CO)CNC1CCCN(C2Cc3ccccc3C2)C1 (configuration not stated) | -7 | 3 | 2 | 1 | -4 | -3 | 1 | 0 | 3
C=CCn1c(SCC(=O)NC2CCCCC2)nc2ccccc2c1=O | -2 | 4 | 6 | -3 | 0 | -5 | 7 | 0 | 6
Cc1cc(C)c(C)c(S(=O)(=O)N2CCN(c3ccc(O)cc3)CC2)c1C | 8 | 4 | 0 | -2 | -3 | 4 | 6 | 1 | 3
CCOc1ccc(N2C(=O)CC(N(CCc3ccc(OC)cc3)C(=O)c3cccc(F)c3)C2=O)cc1 (configuration not stated) | -2 | -1 | -2 | -5 | -3 | -3 | 6 | -2 | -2
Cc1ccc(N2CC(C(=O)Nc3cccc(F)c3)CC2=O)cc1 (configuration not stated) | 2 | -3 | -1 | -3 | -3 | -4 | -1 | -1 | 3
O=C(O)C1=C[C@H](c2ccc(C(F)(F)F)cc2)C[C@H](OCc2ccc(CO)cc2)O1 | 2 | 40* | 2 | -1 | -4 | 6 | -5 | -6 | 3
CCCCNC(=O)C(CC)Sc1nc2sc(C(=O)OC)c(C)c2c(=O)n1N (configuration not stated) | 4 | 1 | -8 | -2 | -5 | 2 | 5 | 1 | -3
COc1ccc(OCc2cc(/C=N\NC(=O)c3ccccc3)ccc2OC)cc1 | 6 | -4 | -32 | -19 | -2 | -31 | -19 | -38 | -21
Cc1cc(Nc2cccc([N+](=O)[O-])c2)c2ccccc2n1 | 6 | 3 | 3 | -3 | -5 | -2 | 1 | -2 | 6
CCCCNc1nc(NC)nc(Cl)c1SC | -2 | 5 | -4 | -2 | -3 | -2 | 7 | 4 | 7
COc1ccc(/C(N)=C/C(=O)C(C)(C)C)cc1 | 6 | 1 | 1 | 3 | -13 | 6 | 5 | 7 | 12
COC(=O)c1ccc(CS(=O)(=O)c2ccc(C)cc2)o1 | 7 | 3 | -7 | -2 | 0 | 10 | 2 | -4 | 9
CCOc1ccccc1NC(=O)CCN1CCN(S(=O)(=O)c2ccc(OC)cc2)CC1 | 0 | -1 | 3 | -4 | 5 | -8 | -6 | -9 | 1
O=C(CNC(=O)C(c1ccccc1)c1ccccc1)OCC(=O)c1cccs1 | 5 | 3 | 4 | 0 | 0 | -2 | 2 | 4 | -7
C/C(=N\NC(=O)c1cccnc1)c1ccc(C)c([N+](=O)[O-])c1 | 2 | 6 | 0 | 1 | 0 | 1 | 2 | 4 | 1
CCCC[C@H](CN(N=O)[C@@H](Cc1ccccc1)CN(C)N=O)N(CCc1ccccc1)N=O | 5 | 2 | 0 | -1 | 0 | 0 | -6 | -5 | 4
O=C(Nc1ccccc1N1CCCCC1)c1cccc([N+](=O)[O-])c1 | -1 | 5 | -7 | -5 | 2 | -3 | -1 | 3 | -2
COc1ccc(NC(=O)c2cnn(-c3ccccc3)c2C)cc1 | 4 | -2 | 0 | 3 | 4 | -6 | 4 | 11 | 10
COn1cnnc1-c1ccccc1 | 5 | 6 | -1 | -3 | 0 | 7 | 1 | -3 | -3
COc1ccccc1NC(=O)CSc1nnc(CNC(=O)c2ccco2)n1C | 2 | 7 | -4 | -1 | 4 | 5 | 7 | -3 | -4
Cc1ccc(NS(=O)(=O)c2cc(C(=O)OCC(=O)NCC3CCCO3)ccc2C)cc1 (configuration not stated) | 34* | 4 | 3 | -3 | -2 | 12 | -5 | 1 | 1
Cc1cccc(-n2nnnc2SCC(=O)NCC2(N3CCOCC3)CCCCC2)c1C | 6 | 7 | 0 | 0 | 3 | 0 | · | 3 | 4
O=C(O)C1CCN(C(=O)c2scc3c2OCCO3)CC1 | 6 | -1 | -3 | 1 | 2 | 2 | -2 | 11 | 4
CCOc1ccccc1Nc1nc(-c2sc(NC(=O)c3ccc([N+](=O)[O-])cc3)nc2C)cs1 | 14 | · | 19 | -21 | -6 | · | -2 | -16 | ·
Cc1nc(C)c(C(=O)N(c2ccc(C)c(C)c2)C(C(=O)NCc2ccco2)c2ccccc2)s1 (configuration not stated) | -2 | -3 | -2 | -3 | 0 | -5 | 6 | 5 | 1
O=C(CCNC(=O)c1ccc([N+](=O)[O-])cc1)NCc1cccs1 | 5 | 6 | · | · | 1 | -5 | · | · | 8
COc1ccc(CCNC(=O)c2c(O)c3cccc4c3n(c2=O)CC4)cc1 | 6 | 4 | -1 | 6 | -2 | -4 | 19 | 11 | 14
O=C(Nc1cccc([N+](=O)[O-])c1)c1ccc2c(c1)OCCO2 | -2 | 7 | 6 | -1 | 0 | -3 | 4 | 0 | 10
COc1ccc(C(=O)CC(=O)C(=O)NCCc2cccc(C)c2)cc1 | -3 | 7 | -11 | -3 | -5 | -1 | -1 | 4 | 3
CC1=Nc2cccc3cccc(c23)N1C | 7 | 0 | -6 | 3 | -2 | -5 | -1 | 2 | -4
CCN(CC)CCN(C(=O)CCS(=O)(=O)c1ccccc1)c1nc2c(C)cc(C)cc2s1 | 3 | 1 | -3 | 1 | 0 | 3 | 3 | 2 | 1
CCOC(=O)C1CCN(Cc2cc(=O)oc3cc(C)c(Cl)cc23)CC1 | -2 | 8 | 0 | 3 | -2 | -1 | 1 | 1 | -5
COCC(=O)Nc1ccc(N2CCOCC2)c(S(=O)(=O)Nc2ccc(OC)cc2)c1 | 3 | 2 | · | · | -1 | 4 | · | · | 12
CC[n+]1c(P(=O)([O-])c2ccccc2)[nH]c2ccccc21 | -1 | 2 | -1 | -3 | 3 | -9 | -6 | 2 | 1
CSCC[C@@H](C(=O)NCc1cccs1)N1Cc2ccccc2C1=O | -7 | 3 | -1 | 3 | -7 | 5 | 2 | -6 | -17
Cc1[nH]c2ccccc2c1NC(=O)CN1CCN(c2cccc(C(F)(F)F)c2)CC1 | -1 | 1 | 7 | 0 | -12 | 1 | 12 | 7 | 2
COc1ccc(C(=O)NCC(=O)N/N=C(C)\C=C\c2ccccc2)cc1OC | 0 | 0 | -3 | -1 | 0 | 3 | -3 | -5 | 3
Cc1ccc(C(=O)NCCCNC(=O)Cc2ccc(Cl)cc2)cn1 | 1 | -1 | 1 | 1 | -2 | -1 | -1 | 1 | 3
CC(C)CC(NC(=O)CC12CC3CC(CC(C3)C1)C2)C(=O)NC1=NCCS1 (configuration not stated) | 3 | 14 | 6 | 3 | 1 | 22 | 4 | 3 | 8
Cc1ccccc1CN(C)CC(=O)Nc1c(C)cccc1C(C)C | -1 | 3 | 23 | 2 | -7 | 13 | 3 | 4 | 2
COc1ccc(OC(=O)c2cc(S(=O)(=O)N3CCCC3)ccc2Cl)cc1 | 5 | 0 | 6 | -2 | -7 | 0 | 8 | -3 | 2
CCCCN(CCCC)CCCNC(=O)C1CC(c2ccc(C(F)(F)F)cc2)=NO1 (configuration not stated) | -3 | 3 | 1 | 0 | -1 | -3 | 3 | -4 | 1
N#C/C(=C\c1ccc(N2CCCC2)c([N+](=O)[O-])c1)c1nc2ccccc2[nH]1 | 12 | 1 | 20 | 0 | -6 | -9 | 2 | 5 | 13
CCOC(=O)C(NC(=O)c1ccc(Cl)cc1Cl)(Nc1ccc(C)cc1)C(F)(F)F (configuration not stated) | 5 | 8 | -1 | -1 | -4 | 6 | 16 | 10 | 4

Compound activity (PubChem BioAssay)
